Apaf1 inhib – human Apaf-1 inhibition | O14727 | reconstituted apoptosome caspase-3 activity, DEVD-Rh110 fluorescence | inhibition, % at 20 µM | actives 0.71% (n = 330,000) | AID 489030; active = inhibition of at least 40% at 20 µM;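 note: plate controls were DMSO wells for no effect and DEVD-CHO caspase inhibitor wells for full effect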
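Material: biochemical Apaf-1 apoptosome reconstitution. Medium: Hepes buffer, pH 7.5. Also added: cytochrome c activation, bis-DEVD rhodamine 110 substrate. Timing: 30 min compound preincubation, 50 min activation, room temperature. Measured by: rhodamine 110 fluorescence at Ex 480/Em 540 nm.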
hIAP block – human IAP inhibition; P09923; purified IAP, CDP-Star luminescence, 30 min; inhibition, % at 10 µM; actives 0.12% (n = 330,000);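 active = inhibition reaching a set limit with compound at 10 µM in the primary screen, cut at about 35% in these data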;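 note: plate controls were DMSO wells with enzyme for no effect and no-enzyme buffer wells for full effect; values of inactives mirror those of a sister screen read the other way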
Target sequence (P09923 whole entry, looked up): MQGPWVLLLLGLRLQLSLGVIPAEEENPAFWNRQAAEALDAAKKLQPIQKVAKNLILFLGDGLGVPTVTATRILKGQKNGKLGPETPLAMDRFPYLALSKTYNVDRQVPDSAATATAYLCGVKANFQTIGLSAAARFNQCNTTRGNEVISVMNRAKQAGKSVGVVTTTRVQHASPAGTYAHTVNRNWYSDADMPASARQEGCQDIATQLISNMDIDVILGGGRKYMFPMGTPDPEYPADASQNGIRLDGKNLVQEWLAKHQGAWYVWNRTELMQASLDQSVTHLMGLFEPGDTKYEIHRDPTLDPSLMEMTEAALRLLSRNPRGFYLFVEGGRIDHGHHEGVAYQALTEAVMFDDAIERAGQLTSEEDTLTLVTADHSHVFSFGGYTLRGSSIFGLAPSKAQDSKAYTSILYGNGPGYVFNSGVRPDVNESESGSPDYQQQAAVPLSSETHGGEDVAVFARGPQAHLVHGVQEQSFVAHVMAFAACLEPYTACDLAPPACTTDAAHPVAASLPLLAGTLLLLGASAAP
NALP3 yeast inh – blocks the NALP3 inflammasome reconstituted in yeast; Yeast reconstituted NLRP3/ASC/caspase-1, beta-gal luminescence, 24 h; inhibition, % at 10 µM; actives 0.39% (n = 330,000); AID 2825;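 active = inhibition of 50% or more; inactive = inhibition below 50%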;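 note: plate controls were induced DMSO wells for no effect and uninduced yeast grown without galactose for full effect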
tim10-1 inh – inhibits growth of tim10-1 mutant yeast; actives 2.2% (n = 330,000); S. cerevisiae tim10-1 ts strain growth, BacTiter-Glo, 24 h; inhibition, % at 20 µM;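 active = inhibition of at least 40%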;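 note: mutant grown at 25 °C; 0% = DMSO wells with yeast and 100% = wells holding no yeast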
ATG4B inh – inhibitors of human ATG4B cysteine protease; ATG4B cleavage of LC3-PLA2, NBD-HPC fluorescence, 1 h; AID 504462; actives 0.51% (n = 340,000); Q9Y4P1; inhibition, % at 8.33 µM; in the data active = inhibition above about 40%
Target sequence (Q9Y4P1 whole entry, looked up): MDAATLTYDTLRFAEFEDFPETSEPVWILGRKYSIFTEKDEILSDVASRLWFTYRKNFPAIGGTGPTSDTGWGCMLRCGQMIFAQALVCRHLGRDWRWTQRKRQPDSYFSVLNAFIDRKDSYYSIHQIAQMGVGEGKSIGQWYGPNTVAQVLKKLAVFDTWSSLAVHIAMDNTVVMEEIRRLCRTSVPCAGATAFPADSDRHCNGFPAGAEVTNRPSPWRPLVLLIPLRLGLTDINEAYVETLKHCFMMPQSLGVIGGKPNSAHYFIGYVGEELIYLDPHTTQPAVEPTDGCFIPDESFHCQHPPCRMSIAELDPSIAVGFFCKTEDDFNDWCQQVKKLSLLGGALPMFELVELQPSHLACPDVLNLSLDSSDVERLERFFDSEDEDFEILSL
TIM10 inh – TIM10 yeast growth inhibition; inhibition, % at 10 µM; S. cerevisiae TIM10 strain growth, BacTiter-Glo luminescence, 24 h; AID 463195; actives 1.4% (n = 330,000);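 active = inhibition of 40% or more at the single tested concentration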;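 note: wild-type TIM10 isogenic control strain grown at permissive 25 °C; 0% = DMSO yeast wells and 100% = minimal medium wells without yeast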
mIAP activ – increases mouse intestinal alkaline phosphatase activity. AID 2805. actives 0.24% (n = 330,000). activation factor at 10 µM. muIAP, CDP-Star luminescence, 30 min; active compounds read high; 1 = vehicle-only enzyme signal, 0 = enzyme-free wells;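 active = activation factor of at least 2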; note: the source names both 10 and 20 µM as test concentration; values of inactives mirror those of a sister screen read the other way
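Assay system: mouse IAP enzyme / Compound: DMSO-dissolved test compounds / Timing: 30 min, room temperature / Measured by: luminescence from enzymatic CDP-Star hydrolysis / Control set: DMSO-only wells, enzyme-free buffer wells as negative control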
mIAP block – mouse IAP inhibition; inhibition, % at 10 µM; purified mouse IAP, CDP-Star luminescence, 30 min; actives 0.2% (n = 330,000);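 active = inhibition of at least 40% at 10 µM in the primary screen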;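 note: plate controls were DMSO with enzyme for no effect and no enzyme wells for full effect; values of inactives mirror those of a sister screen read the other way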
hIAP activ – human IAP activation. P09923. activation factor at 10 µM. actives 0.16% (n = 330,000). purified human IAP, CDP-Star luminescence, 30 min; active compounds read high; 1 = vehicle-only enzyme, 0 = enzyme-free background;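 active = activation factor of the enzyme at least 2-fold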; note: the source names both 10 and 20 µM as test concentration; values of inactives mirror those of a sister screen read the other way
Starred values were filed as active, the others as inactive; nt = no result given. An unsorted share of the library; about 4.5% have a hit in one of these screens.

SMILES	Apaf1 inhib	hIAP block	NALP3 yeast inh	tim10-1 inh	ATG4B inh	TIM10 inh	mIAP activ	mIAP block	hIAP activ
CCN1CCCc2cc(CN(CCN3CCOCC3)C(=S)Nc3cccc(C)c3)ccc21	-2	4	11	15	-3	5	0.93	7	0.96
CCc1ccc(C(=O)CSc2nc(C)cc(=O)[nH]2)cc1	6	1	6	30	2	9	1.1	-12	0.99
CCCOC(=O)c1ccc(NC(=O)Oc2ccccc2)cc1	-4	15	11	-18	-12	-17	1	-4	0.85
c1cncc(-c2nc3ccccc3s2)c1	5	-5	3	12	-3	10	1	0	1.1
Cc1occc1C(=O)NNC(=O)c1ccc(S(=O)(=O)N(C)C)cc1	-12	8	4	6	2	3	1	-4	0.92
COc1ccccc1CNC(=O)C(=O)Nc1nccs1	-1	0	2	9	0	3	0.86	14	1
O=C1CS/C(=N/N=C/c2c[nH]c3ccccc23)N1	-16	-14	10	-11	2	9	0.89	11	1.1
c1ccc(-c2nnc(SCc3nc4ccccc4[nH]3)o2)cc1	-2	18	8	12	-5	18	0.82	18	0.82
CCOc1cc(-c2nnc(-c3ccco3)o2)cc(OCC)c1OCC	28	-5	18	39	1	24	0.97	3	1.1
O=C(O)c1ccc2c(c1)C(=O)N(c1cccc(C(=O)/C=C/c3ccccc3)c1)C2=O	13	-32	3	4	7	-5	1	-4	1.3
CCOC(=O)C1CCN(S(=O)(=O)c2ccc3c(c2)CCCN3C(C)=O)CC1	5	-7	9	27	8	-1	0.94	6	1.1
O=S(=O)(c1ccc(S(=O)(=O)N(Cc2cccs2)CC2CCCO2)cc1)N1CCCCC1 (centres undefined)	12	4	11	24	15	20	0.93	7	0.96
COc1ccc(N(CC(=O)Nc2ccc3c(c2)OCO3)S(=O)(=O)c2ccc(F)cc2)cc1	7	-18	9	17	-3	17	1.2	-17	1.2
Cc1cccnc1CN1CCN(C(=O)CCc2nnc(CCc3ccccc3)o2)CC1	-9	-28	5	9	-3	9	1	0	1.3
Cn1c(CSc2ncccn2)nnc1SCC(=O)N1CCCCCC1	6	-10	18	-11	1	-16	1	-1	1.1

A different layout for 2 compounds above.
COc1ccccc1CNC(=O)C(=O)Nc1nccs1
  Apaf1 inhib = -1	hIAP block = 0	NALP3 yeast inh = 2	tim10-1 inh = 9	ATG4B inh = 0	TIM10 inh = 3	mIAP activ = 0.86	mIAP block = 14	hIAP activ = 1
O=C1CS/C(=N/N=C/c2c[nH]c3ccccc23)N1
  Apaf1 inhib = -16	hIAP block = -14	NALP3 yeast inh = 10	tim10-1 inh = -11	ATG4B inh = 2	TIM10 inh = 9	mIAP activ = 0.89	mIAP block = 11	hIAP activ = 1.1

Next section
SMILES	Apaf1 inhib	hIAP block	NALP3 yeast inh	tim10-1 inh	ATG4B inh	TIM10 inh	mIAP activ	mIAP block	hIAP activ
CCOC(=O)CSc1nc2ccc(C)cc2cc1C#N	3	-3	15	9	6	-11	1.1	-6	1
CC(=O)Nc1cc2c(cc1NC(=O)Cn1nnc(-c3ccc(C)o3)n1)OCCO2	4	-4	5	-3	-1	1	0.95	5	1
CC(C)C(=O)N1CCN(c2ccc(NC(=O)c3cccs3)cc2)CC1	-1	6	3	11	4	2	0.96	4	0.94
COC(=O)[C@]1(Cc2ccccc2)N[C@H](c2ccc(-c3ccc(OC)cc3)cc2)[C@@H]2C(=O)N(C)C(=O)[C@@H]21	16	14	7	-14	-4	-21	0.96	4	0.86
O=C(NCCc1ccc(Cl)cc1)C1CCCO1 (centres undefined)	1	0	7	1	3	-4	1	-2	1
Cc1ccc(Cl)cc1NC(=O)COC(=O)c1ccc(N2CCCC2)c([N+](=O)[O-])c1	2	8	7	-9	nt	-23	0.88	12	0.92
NC(=O)CSc1nc(-c2ccccc2)c(-c2ccccc2)o1	0	4	-5	30	25	16	0.94	6	0.96
COc1ccc2cc(C#N)c(SCC(=O)N3CC(=O)Nc4ccccc43)nc2c1	-2	-7	-1	-6	-6	-9	0.99	1	1.1
CC(C)(C)c1cc(CCC(=O)NCc2ccccn2)cc(C(C)(C)C)c1O	7	-2	21	28	4	2	1	-2	1
COc1ccc(CN(CC(=O)NCC2CCCO2)C(=O)CCC(=O)Nc2nccs2)cc1 (centres undefined)	2	10	-9	1	2	1	0.91	9	0.9
O=C(CC1CCCCC1)NCCS(=O)(=O)N1CCN(c2ccccc2)CC1	11	-4	9	10	1	6	1.1	-6	1
NS(=O)(=O)c1ccc(NC(=O)N2c3ccccc3Sc3ccccc32)cc1	-4	-12	-12	-5	-8	4	0.97	3	1.1
CC1=CC(C)(C)N2C(=O)C3(N=C(N)NC(Nc4ccccc4)=N3)c3cc(C)cc1c32 (centres undefined)	-1	2	17	-1	19	0	2.2*	-121	0.98
COc1ccc(CCNC(=O)COc2cccc(-n3cnnn3)c2)cc1	-9	7	6	12	-3	-7	0.99	1	0.93
O=C(O)CCC(=O)Nc1nc2ccccc2s1	-7	12	4	3	10	-13	0.92	8	0.88
COc1cc(OC)cc(C(=O)n2nc(C)cc2C)c1	-23	3	18	0	-5	7	0.91	9	0.97
CN(C)CCNC(=S)Nc1ccc(-c2nc3ccccc3[nH]2)cc1	-1	4	14	-29	-1	-16	1.1	-12	0.96
COC(=O)Nc1ncc(CN2CCc3ccccc3C2)s1	-16	-22	-6	6	2	12	0.86	14	1.2
O=C(/C=C/Nc1ccccc1OC(F)(F)F)C(F)(F)F	6	17	18	2	-4	4	1.1	-6	0.83
O=C(c1cc2nc(C3CC3)cc(C(F)(F)F)n2n1)N1CCCC1	-1	13	21	7	3	8	0.99	1	0.87
O=C(Nc1ccc(NC(=S)NC(=O)c2cccs2)cc1)c1ccccc1	7	14	-13	-23	13	-15	0.82	18	0.86
O=C1CN(C(=O)N[C@@H](Cc2ccccc2)C(=O)N[C@@H](Cc2ccccc2)C(=O)O)c2ccccc2N1	8	3	2	-2	0	-3	0.94	6	0.97
Cn1c(N)c(C(=O)c2ccc(F)cc2F)c(=O)n(C)c1=O	5	-76	13	0	-8	-19	1.1	-6	1.8
O=C(COC(=O)c1cc(C(F)(F)F)cc(C(F)(F)F)c1)NCc1ccc(Cl)cc1	1	9	7	9	-1	6	0.98	2	0.91
COc1cccc(C(=O)NC(C)c2cccc3ccccc23)c1OC (centres undefined)	7	-3	20	7	-12	7	1.1	-10	1
COc1cccc(/C=N/n2c(-c3n[nH]c4c3CCC4)n[nH]c2=S)c1O	9	2	5	21	3	4	0.78	22	0.98
Cc1ccc(CNS(=O)(=O)c2cc3c4c(c2)CCN4C(=O)CC3)cc1	6	6	4	11	2	16	1.1	-6	0.94
Cc1ccc2[nH]c(C(=O)Nc3ccc(F)cc3)cc2c1	-9	-30	21	-7	-7	-18	1	-4	1.3
Cc1nn(-c2ccccc2)c(NC(=O)c2cccs2)c(-c2ccc(Cl)cc2)c1=O	0	-7	0	14	4	-1	1	-4	1.1
COCc1[nH]nc2c1C1(C(=O)N(C)c3ccccc31)C(C#N)=C(N)O2 (centres undefined)	0	-54	7	2	-7	-11	0.96	4	1.5

Molecules shown so far containing a cyano group (three):
SMILES	Apaf1 inhib	hIAP block	NALP3 yeast inh	tim10-1 inh	ATG4B inh	TIM10 inh	mIAP activ	mIAP block	hIAP activ
CCOC(=O)CSc1nc2ccc(C)cc2cc1C#N	3	-3	15	9	6	-11	1.1	-6	1
COc1ccc2cc(C#N)c(SCC(=O)N3CC(=O)Nc4ccccc43)nc2c1	-2	-7	-1	-6	-6	-9	0.99	1	1.1
COCc1[nH]nc2c1C1(C(=O)N(C)c3ccccc31)C(C#N)=C(N)O2 (centres undefined)	0	-54	7	2	-7	-11	0.96	4	1.5

One compound at a time, from the list above.
Shown for COc1cccc(C(=O)NC(C)c2cccc3ccccc23)c1OC (centres undefined) = Apaf1 inhib: 7; hIAP block: -3; NALP3 yeast inh: 20; tim10-1 inh: 7; ATG4B inh: -12; TIM10 inh: 7; mIAP activ: 1.1; mIAP block: -10; hIAP activ: 1
Shown for CCOC(=O)CSc1nc2ccc(C)cc2cc1C#N = Apaf1 inhib: 3; hIAP block: -3; NALP3 yeast inh: 15; tim10-1 inh: 9; ATG4B inh: 6; TIM10 inh: -11; mIAP activ: 1.1; mIAP block: -6; hIAP activ: 1

Going on with the list.
SMILES	Apaf1 inhib	hIAP block	NALP3 yeast inh	tim10-1 inh	ATG4B inh	TIM10 inh	mIAP activ	mIAP block	hIAP activ
CC(=O)Nc1ccc(S(=O)(=O)NNC(=O)c2cccc(Br)c2)cc1	-6	-11	4	5	-4	7	0.99	1	1.1
Cc1ccc(C)c(NC(=O)c2ccc3c(=O)n4c(nc3c2)CCC4)c1	-8	-9	5	3	-2	5	1	-1	1.1
COc1ccc(/C=N/n2c(-c3ccco3)nc3ccccc3c2=O)cc1	4	-6	4	29	3	11	1	-1	1.1
Cc1cc(NC(=O)CSc2cn(CCNC(=O)c3ccccc3)c3ccccc23)no1	-3	13	2	-1	-21	-5	1.1	-7	0.87
COc1cccc(NC(=O)CN(C)C(=O)COc2ccc3ccccc3c2)c1	6	-4	18	19	-17	6	1	0	1
C/C(=N\NC(=O)c1nc2ccccn2c1C)c1cc2ccccc2o1	-7	-50	19	-12	6	-2	0.96	4	1.5
Cc1ccc(S(=O)(=O)N(C)C)cc1NC(=O)CN1C(=O)NC2(CCCCCC2)C1=O	9	6	28	7	4	4	0.98	2	0.94
COC(=O)c1[nH]c2cc(OC)ccc2c1NC(=O)CN1CCN(c2cccc(C)c2)C(C)C1 (centres undefined)	11	-15	0	31	10	36	0.92	8	1.2
O=c1ccc(-c2ccc(S(=O)(=O)Nc3cccc(Br)c3)o2)n[nH]1	7	33	5	0	5	2	1	-2	0.67
Cc1ccc(C(=O)NCC(=O)OCC(=O)Nc2cc(S(=O)(=O)N3CCOCC3)ccc2C)cc1	8	-5	21	14	2	9	1	-2	1
Clc1ccccc1CSc1nnc(/C=C/c2ccccc2)o1	17	-20	28	13	17	-2	0.91	9	1.2
Cc1cc(C(=O)Nc2sc3c(c2C#N)CCC(C)C3)cs1 (centres undefined)	8	-18	17	11	-4	18	1.1	-7	1.2
O=C(N/N=C/c1ccccc1)c1sccc1OCc1ccc(F)cc1	4	22	11	-3	-6	-30	0.94	6	0.78
